Bioassay records: PubChem, several laboratories
iPSC survival up: hiPSC single-cell survival enhancement | ATPlite luminescence; 100% = ROCK inhibitor wells, 0% = DMSO | survival enhancement, % at 20 µM | hit rate 0.044% among 360,000 | AID 602274; in the data active = survival enhancement above about 18%;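 note: cells exposed to compounds for 16 hours before the ATP read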
MC4R ag barr: human MC4R agonism via beta-arrestin | U2OS MC4R beta-arrestin complementation, luminescence; percent of melanotan II response, DMSO zero | hit rate 0.98% among 360,000 | activation, % at 8.9 µM;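 active = activation above a per-plate cutoff, the mean activation of sample wells on that plate plus 3 SD, cut at about 8% in these data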
Target sequence (P32245 whole entry, looked up): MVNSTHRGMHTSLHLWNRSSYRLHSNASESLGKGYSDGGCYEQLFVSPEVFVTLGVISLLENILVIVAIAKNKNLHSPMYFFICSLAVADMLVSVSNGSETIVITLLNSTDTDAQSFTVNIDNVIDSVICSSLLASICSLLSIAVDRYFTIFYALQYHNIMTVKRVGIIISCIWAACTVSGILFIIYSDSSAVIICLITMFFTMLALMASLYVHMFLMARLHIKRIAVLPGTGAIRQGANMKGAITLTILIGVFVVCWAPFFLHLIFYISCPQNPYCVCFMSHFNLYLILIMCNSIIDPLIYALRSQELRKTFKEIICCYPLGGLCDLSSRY
MC4R antag cAMP: human MC4R antagonism in cAMP assay. P32245. MC4R-expressing cells, MTII-stimulated cAMP, LANCE TR-FRET. inhibition, % at 6.5 µM. hit rate 0.48% among 360,000;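 active = inhibition above its plate's cutoff, the mean of tested wells on that plate plus 3 SD, cut at about 29% in these data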;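 note: 0% = Melanotan II alone and 100% = Melanotan II plus saturating MCL0020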
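Assay system: human MC4R-expressing U2OS cells; reagent: Melanotan II stimulation of cells; dosing: 6.5 µM single dose; timing: compound 30 min, challenge 1 h, detection 1 h; signal: TR-FRET cAMP assay; replicates: one well per compound, no replicates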
ABHD5 PLIN5 PPI: blocks binding of human ABHD5 to perilipin-5. Q00G26+Q8WTS1. Split G. princeps luciferase complementation, luminescence, 4 h. inhibition, % at 4 µM. hit rate 0.78% among 360,000. AID 602281;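 active = inhibition above the mean inhibition across every tested compound plus 3 SD, cut at about 22% in these data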;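 note: 0% = DMSO only wells and the 100% control is not disclosed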
m5-HT2A agonist: activates the mouse 5-HT2A serotonin receptor; P35363; activation, % at 7.6 µM; AID 624169; hit rate 0.66% among 360,000; CHO-K1 mHTR2A beta-arrestin complementation, luminescence; percent of 30 µM serotonin response;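 active = activation above a run cutoff, the mean activation of all tested compounds plus 3 SD, cut at about 14% in these data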;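 note: 0% = plate median of compound wells and 100% = 30 µM serotonin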
Target sequence (P35363 whole entry, looked up): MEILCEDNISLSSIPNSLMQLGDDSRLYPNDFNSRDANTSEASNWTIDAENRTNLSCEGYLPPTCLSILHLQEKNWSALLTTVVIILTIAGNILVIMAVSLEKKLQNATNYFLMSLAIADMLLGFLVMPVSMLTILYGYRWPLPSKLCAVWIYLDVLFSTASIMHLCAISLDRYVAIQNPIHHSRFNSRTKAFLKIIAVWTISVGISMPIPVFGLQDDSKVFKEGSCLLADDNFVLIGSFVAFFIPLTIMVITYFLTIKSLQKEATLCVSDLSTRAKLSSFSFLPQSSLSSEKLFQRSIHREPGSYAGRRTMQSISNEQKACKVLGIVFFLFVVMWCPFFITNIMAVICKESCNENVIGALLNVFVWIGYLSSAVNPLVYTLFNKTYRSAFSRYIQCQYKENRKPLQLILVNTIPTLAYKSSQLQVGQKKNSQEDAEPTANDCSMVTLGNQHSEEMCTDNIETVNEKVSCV
aDG glyco up: increases alpha dystroglycan glycosylation | hit rate 0.22% among 360,000 | Pro5-aDG cells, alpha-DG glycosylation AlphaScreen (IIH6); 0% Pro5, 100% B10-LARGE cell signal | AID 624168 | activation, % at 10 µM;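 active = activation of at least 8% versus controls, or a plate z-score of at least 8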;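 note: Pro5 are CHO cells carrying HIG-tagged alpha-DG that lacks glycosylation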
H9c2 protect: protects H9c2 cardiomyocytes from peroxide injury; H2O2 injury protection, ATPLite, 2 h; protection from H2O2 cell death, % at 20 µM; hit rate 0.63% among 360,000;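 active = compounds giving at least 50% protection of heart cells from peroxide-induced death in the single-dose screen, raw or plate-pattern-corrected value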;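 note: 0% = DMSO wells with peroxide and 100% = DMSO wells without peroxide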
Exocytosis inh: lytic granule exocytosis inhibition | TALL-104 LAMP-1 surface exposure, flow cytometry; cells stimulated with thapsigargin and PMA | inhibition, % at 10 µM | hit rate 0.66% among 360,000 | AID 651702;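 active = inhibition above about 55%, limit read from the data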
ABCB6 inh 2: blocks the human ABCB6 transporter; K562-ABCB6 porphyrin accumulation, flow cytometry, 1 h; active compounds read low; hit rate 0.19% among 360,000; fluorescence ratio to DMSO, % at 10 µM; Q9NP58;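 active = fluorescence ratio to DMSO below 75%, the collection mean minus 3 SD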;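 note: signal is porphyrin accumulated inside mitochondria; 100% equals median channel fluorescence of DMSO control wells; lower ratio means ABCB6 inhibition with less porphyrin fluorescence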
N-glyco inh: blocks N-linked glycosylation in D54 reporter cells. D54 ERlucT glycosylation luciferase reporter, 24 h; percent of 100 nM tunicamycin response. reporter increase, % at 12.5 µM. hit rate 0.23% among 360,000. AID 588692;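 active = mean luciferase reporter signal, scaled so untreated is 0 and the glycosylation-blocking control 100, at or above a set limit in every replicate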;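 note: luciferase carries N-glycosylation sites so blocking glycosylation raises the light; 0% = median of neutral control wells and 100% = median of 100 nM tunicamycin wells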
An asterisk follows results filed as active; / = not tested or not shown; & = joins results of further samples.

Values in the order: ABCB6 inh 2, MC4R antag cAMP, H9c2 protect, N-glyco inh, MC4R ag barr, ABHD5 PLIN5 PPI, aDG glyco up, iPSC survival up, m5-HT2A agonist, Exocytosis inh
- Cc1cccc(S(=O)(=O)N/N=c2\sc3ccccc3n2C)c1
    95, -2, 3, 2, 4.7, 14, 0.1, -0.2, 2, 0
- O=C1CCC(C(=O)OCC(=O)C23CC4CC(CC(C4)C2)C3)N1 (stereo not drawn)
    87, 1, 10, 0, 0.3, -2, 0.2, 0.9, 5, 1
- CCNCc1ccc(OCc2cccs2)c(OCC)c1
    99, 10, 3, -5, -4.3, -2, 0.5, -0.7, -7, 18
- COc1ccc(CNC(=O)Cc2ccc(-c3ccccc3)cc2)cc1OC
    100, -8, 2, 4, 1.7, -2, 0.1, -0.4, -5, -24
- COc1ccccc1NC(=O)COc1ccc(C(=O)NCC2CCCO2)cc1OC (stereo not drawn)
    89, 1, 6, 1, -0.2, -1, -0.2, 0.6, -6, 13
- COc1ccc(CN2CCN(Cc3ccc(C(F)(F)F)cc3)CC2)c(OC)c1
    101, -4, -7, -1, 5.4, -6, 0.1, -0.7, -12, 37
- CC(C)C[C@H]1CNC(=S)N1CC1CCCN1C[C@H](Cc1ccc(O)cc1)N1C[C@H](Cc2ccccc2)N(CC2CCCCCC2)C1=S (stereo partly drawn)
    92, 10, -1, -9, -2.7, 8, 0.6, -4.0, -6, 2
- Cc1cccc(OCC(=O)NNC(=O)CSc2ncc(C#N)c(N)n2)c1
    98, -5, 4, 3, -1.9, 3, 0.6, 3.6, 2, 1
- O=C(CSc1ccc2nnc(-c3ccccn3)n2n1)NCc1ccco1
    98, 1, 4, 1, -0.8, 13, 0.4, 1.5, -4, 10
- O=C(NCc1ccc(F)cc1)C(=O)NCC(c1ccco1)N1CCOCC1 (stereo not drawn)
    97, -1, 0, 0, -0.2, 1, -0.2, -0.5, 3, -1
- CCOC(=O)c1sc2ccccc2c1OC(=O)c1ccccc1OC
    98, -4, -7, 7, 0.1, 2, -0.4, -2.9, -3, -5
- CCOC(=O)N1CCN(c2cc(C)c(C(C)=O)cc2F)CC1
    98, 1, -5, -1, 0.6, 1, 0.0, 3.0, 4, -2
- CC(C)Cc1nc2ccccc2[nH]1
    93, 0, -2, 2, 0.8, -3, 0.1, -0.1, 0, -5
- Cc1cc(C(=O)NC2CCC(C)CC2)c(C)o1 (stereo not drawn)
    92, 4, -4, -3, -3.1, 0, -0.1, -0.3, -3, 0
- O=C(Cn1c2[n+](c3ccc(C(F)(F)F)cc31)CCCCC2)Nc1ccccc1
    100, 10, 9, 2, 2.0, 8, 0.1, -0.9, 2, -2
- Cn1cnc([N+](=O)[O-])c1Sc1ccc(Br)cc1
    103, -2, -3, 21, -1.7, 6, 0.0, -0.9, 2, -2
- O=C1Nc2ccccc2C(=O)N2CCCCC12 (stereo not drawn)
    102, 1, 2, 2, 0.0, 2, -0.2, -0.6, -4, -12
- O=C(/C=C/c1cccs1)N1CCN(c2ccc(F)cc2)CC1
    94, -6, -5, 1, -2.9, -4, 0.1, -0.3, -5, -8
- O=C(O)c1cc(S(=O)(=O)N2CC=C(c3ccccc3)CC2)ccc1O
    101, -5, 1, /, 1.2, -2, 0.0, -0.4, 8, /
- O=S(=O)(/N=C(/c1ccccc1)N1CCOCC1)c1ccc(F)cc1
    102, -4, 2, 0, 1.9, 16, 0.2, 0.0, 0, 2
- CCOC(=O)c1ccc(N=c2sc(C(=O)OC)cc(=O)n2CCCN2CCOCC2)cc1
    102&102, 12&18, 1&11, 16&4, -0.8&1.4, 42*, 0.0&0.4, 7.1&13, -3&-2, 4&1
- COc1ccc(CNC(=O)/C(C)=C\C(=O)O)cc1
    103, 7, 11, 1, -0.8, 0, -0.2, 1.6, 4, 3
- Cc1cc(C(=O)NNc2ccccc2F)no1
    99, 5, 10, 1, 0.6, -1, 0.1, 0.1, 1, -4
- COC(=O)c1ccccc1NC(=O)C1(S(=O)(=O)c2ccc(Cl)cc2)CC1
    98, 1, -1, 1, -1.5, 0, 0.0, -0.4, -2, 28
- Cn1c(=O)c2c(ncn2CC(COCc2ccccc2)OCc2ccccc2)n(C)c1=O (stereo not drawn)
    104, 3, 4, 1, 0.5, -2, 0.0, -0.1, 5, 0
- C[C@H](CO)N1C[C@H](C)[C@H](CN(C)C(=O)CCC(F)(F)F)OCc2cnnn2CCCC1=O
    111, 1, 10, 0, -1.2, 6, 0.1, 4.9, 3, 0
- O=C(Nc1ccc(Br)cc1)c1cccn1-c1ncc(C(F)(F)F)cc1Cl
    99, 13, -5, -3, -0.9, -10, -0.2, -1.9, -1, 0
- CN1c2ccccc2C(O)=C(C(=O)Nc2ccccc2)S1(=O)=O
    102, 0, -3, 1, -0.3, 3, -0.1, -2.0, 0, 0
- Cc1ccc(S(=O)(=O)N(C)c2ccc(C(=O)NCCc3ccccc3)cc2)cc1
    95, 3, 5, -1, -2.6, -10, -0.4, -0.2, -10, 8
- O=C(NNC(=O)c1ccc(F)cc1)c1ccncc1
    97, 7, 5, -1, -0.7, -8, 0.0, 2.6, 5, -1
- C=CCn1c(SCC(=O)NCC(=O)OCC)nnc1-c1ccccn1
    98, 11, 1, 2, -0.7, 1, 0.0, -1.7, 6, 18
- CCOC(=O)C1C(c2ccc([N+](=O)[O-])cc2)C2C(=O)NN=C2CC1(C)O (stereo not drawn)
    99, -1, 3, 0, -0.7, -10, 0.5, 0.2, -7, -2
- Cc1ccc(NC(=O)COc2ccc3oc4c(c3c2)CCCC4)nc1
    95, -3, -1, 2, -1.0, 2, -0.1, -3.2, -1, 1
- C=Cc1ccc(C(=O)N2CCCC(CCC(=O)N3CCN(c4ccccn4)CC3)C2)cc1 (stereo not drawn)
    103, 1, 3, -1, -3.7, -4, -0.2, -0.4, 2, -2
- O=C(COC(=O)Cc1c(Cl)cccc1Cl)NCc1ccco1
    98, -4, -6, -2, 1.5, 8, -0.1, 2.0, -6, -3
- O=C(CSc1ncn[nH]1)NCCC(c1ccccc1)c1ccccc1
    113, 5, 19, -1, -0.1, -6, 0.1, -0.9, 0, 10
- CCc1ccc(CN(C)C(=O)CCc2nnc(COc3ccccc3)o2)cc1
    106, 1, -10, 0, -2.8, 1, 0.2, -0.5, -3, -1
- O=C(NC1CCCC1)C(c1cccnc1)N(C(=O)c1csnn1)C1CC1 (stereo not drawn)
    99, -5, -2, 1, -1.0, 6, 0.0, 1.1, -6, 1
- Cc1cc2n(c(=O)c1C#N)CCCN2c1cccc(Cl)c1
    95, 7, -4, 1, -2.2, 7, 0.0, -0.8, -8, -1
- O=C(CCl)NCCN1C(=O)S/C(=C\c2cccnc2)C1=O
    100, 3, -12, -3, 1.1, 8, 0.2, -1.7, 4, 0
- Cc1nnc(SCC(=O)N(C)CC(=O)Nc2ccccc2Cl)s1
    97, 2, 4, 1, 0.9, -2, 0.1, -0.4, 0, -4
- COC(=O)C1=C(C)NC(C)=C(C(=O)OC)C1c1ccc(C)o1
    97, 10, 5, 3, -1.4, 3, -0.1, 0.3, 6, -17
- CN(CC(=O)Nc1ccc2c(c1)OCCO2)S(=O)(=O)c1ccc(F)cc1
    99, 9, 0, 1, -0.7, 1, 0.0, -0.2, -3, 2
- CC(=O)Nc1nc2cc(N)ccc2s1
    93, -2, 4, 5, -1.4, -19, -0.3, 0.0, 3, -1
- CN(C)CCn1c2c(c(SCC(=O)Nc3ccccc3)nc1=O)CCCC2
    98, 8, 16, -3, -4.4, -1, 0.3, 0.2, -6, 10
- O=C(COC(=O)Cc1cccs1)Nc1cc(S(=O)(=O)N2CCOCC2)ccc1Cl
    84, 8, -1, 3, -2.1, -2, -0.2, -1.2, -2, -5
- CCCc1cc(=O)[nH]c(SCc2ccccc2Cl)n1
    102, 5, -3, 1, -0.1, 0, -0.2, 0.5, 0, -1
- O=C(Nc1ccc2ccccc2n1)Nc1ccccc1F
    98, 4, -4, 0, -0.4, 11, 0.2, -0.5, 2, -12
- CCC(C)Sc1nnc(NS(=O)(=O)Cc2ccccc2)s1 (stereo not drawn)
    101, 0, -3, 4, -1.3, 1, -0.1, 0.1, 5, 3
- COc1ccccc1N(C)S(=O)(=O)c1ccc(C(=O)NC(C)c2ccccc2)cc1 (stereo not drawn)
    96, 3, 3, -2, -1.4, -9, -0.1, -0.4, -9, 15
- O=C(NCc1ccco1)c1ccc(Cn2c(=O)c3ccccc3n(Cc3cccc(Cl)c3)c2=O)cc1
    100, -1, 1, 0, -2.1, 2, 0.9, 0.2, 0, -1
- Cc1ccccc1NC(=O)c1ccco1
    97, 3, 3, 1, -0.5, 1, 0.0, -0.4, -3, 0
- CSc1ccccc1NC(=O)CN(c1cccc(C)c1)S(C)(=O)=O
    100, 18, -3, -2, 0.4, 3, 0.0, 3.0, -4, -1
- O=C1c2cccc(NCCNCCO)c2C(=O)c2cccc(NCCNCCO)c21
    123, -27, -8, -22, -2.2, 5, 0.9, -2.5, 9, -17
- CC(Oc1ccc(C(=O)NC2CCCCC2)cc1)C(=O)O (stereo not drawn)
    96, 7, 11, 0, -0.7, -2, 0.2, -0.7, 3, -2
- O=C(N/N=C/c1cc(Br)c(O)c(Br)c1O)c1ccc2c(c1)OCCO2
    94, 16, -3, -6, -2.0, 15, 0.1, -0.5, 1, -5
- Cc1ccc2c(c1)C(=O)CC(c1ccccc1)S2 (stereo not drawn)
    98, 2, -10, -16, 0.9, 2, -0.5, -4.4, -4, -23
- COc1c(O)ccc2cnn(-c3ccccc3C)c(=O)c12
    88, -5, 0, /, -0.2, 3, 0.0, 4.9, -5, -1
- COc1ccc(C(=O)OCC(=O)c2c(N)n(C)c(=O)n(C)c2=O)c(OC)c1OC
    105, -5, 9, 3, -0.7, 4, 0.1, -0.2, 2, -8
- C=CCN1C(=O)C2(OCCCO2)c2cccc(C)c21
    103, 10, 9, 1, -3.2, 5, 0.0, -0.4, -3, 1

Following part.
Values in the order: ABCB6 inh 2, MC4R antag cAMP, H9c2 protect, N-glyco inh, MC4R ag barr, ABHD5 PLIN5 PPI, aDG glyco up, iPSC survival up, m5-HT2A agonist, Exocytosis inh
- CCCN1CCN(C(=O)c2ccc(CS(=O)c3ccc(F)cc3)o2)CC1 (stereo not drawn)
    98, 2, -2, -1, -2.3, -4, 0.0, -0.3, -8, -2
- CC1CCCN(S(=O)(=O)c2ccc3[nH]c(=O)cc(C(=O)NCCCN4CCCCCC4)c3c2)C1 (stereo not drawn)
    99, 10, 1, 2, -1.4, 9, -0.4, -1.5, -2, 0
- COC(=O)Nc1cc(C)nc2ccccc12
    111, -1, 4, 0, 2.2, 9, -0.1, -2.1, 4, -3
- O=C(NC1CCCC1)c1nc(-c2ccco2)oc1-c1ccccc1
    /, /, /, /, /, -9, -0.5, /, 0, -6
- O=C(COC(=O)c1cc(S(=O)(=O)N2CCOCC2)cs1)c1ccccc1
    94, 2, -2, 0, -2.4, 3, 0.2, 2.0, -1, 4
- Cc1cc(C)n(-c2ccc(C(=O)OCC(=O)Nc3ccccc3F)cc2)n1
    99, 9, -6, 0, -5.7, 3, 0.7, 1.0, -1, 3
- COc1ccccc1CNS(=O)(=O)c1c(C)[nH]c(C)c1C(=O)N1CCCC1
    82, 0, -3, 0, 0.4, 5, -0.2, 0.0, 4, -2
- Cc1ccc(-c2noc(=O)n2CC(=O)Nc2ccc(S(=O)(=O)NC3CC3)cc2)cc1
    95, 6, -8, -4, -2.6, 3, 0.0, -0.8, -5, 24
